mcGAS inh: blocks mouse cGAS activity; Q8C6L5; recombinant cGAS, Kinase-Glo ATP depletion luminescence; inhibition, % at 12.5 µM; 160,000 tested, 0.15% active;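 further: 0% = negative control wells and 100% = reference inhibitor with no enzyme activity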
NPYLR7 ag: mosquito NPYLR7 agonism; HEK293T NPYLR7/Galpha15, GCaMP6s calcium fluorescence; activation, % at 10 µM; 270,000 tested, 0.15% active; in the data active means activation above about 40%;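 further: 0% = vehicle and 100% = reference agonist at the receptor; some compounds past the cut are filed as inactive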
hcGAS inh: human cGAS inhibition | Q8N884 | recombinant h-cGAS, ATP depletion, Kinase-Glo luminescence | inhibition, % at 12.5 µM | 290,000 tested, 0.081% active | AID 1259398;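 further: 0% = vehicle reaction and 100% = reaction without DNA for no activity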
Target sequence (Q8N884 whole entry, looked up): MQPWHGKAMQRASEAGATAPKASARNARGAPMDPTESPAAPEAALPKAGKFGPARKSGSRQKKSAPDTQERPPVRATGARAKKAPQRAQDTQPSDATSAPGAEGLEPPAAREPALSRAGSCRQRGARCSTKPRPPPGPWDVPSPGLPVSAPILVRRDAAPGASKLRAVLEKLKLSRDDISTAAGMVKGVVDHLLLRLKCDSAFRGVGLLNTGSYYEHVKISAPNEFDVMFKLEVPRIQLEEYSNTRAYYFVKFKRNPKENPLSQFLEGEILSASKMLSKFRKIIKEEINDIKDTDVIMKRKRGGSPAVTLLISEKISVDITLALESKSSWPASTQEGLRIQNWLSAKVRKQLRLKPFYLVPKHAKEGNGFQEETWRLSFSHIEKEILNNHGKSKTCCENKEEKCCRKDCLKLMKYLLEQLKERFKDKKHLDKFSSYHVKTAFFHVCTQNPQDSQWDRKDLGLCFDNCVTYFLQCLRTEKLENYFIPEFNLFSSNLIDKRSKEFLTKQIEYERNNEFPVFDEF
* marks the source's active call; other numbers are inactive results; . = not tested or not shown; & = joins results of further samples. Unless noted, no stated cut-off is given here; in the data, active means inhibition above about 40%; inactive means the rest.

SMILES	mcGAS inh	NPYLR7 ag	hcGAS inh
CCCC1(CNC(=O)CC(=O)Nc2ccc(C)cc2)CCC1	-15	7	-1
Cc1cc(O)c(C(c2ccccc2)N2CCN(c3ccccn3)CC2)c(=O)n1Cc1ccccn1 (centres undefined)	.	5	-7
CCS(=O)(=O)N1CCN=C1SCc1ccc(C)cc1	-7	0	-6
CC(C)Oc1ccc(NC(=O)N2CCOC(C(N)=O)C2)cc1Cl (centres undefined)	-12	6	-8
NC(=O)c1ccc(NC(=O)CCCn2nc(-c3ccccc3)ccc2=O)cc1	-8	10	-7
Cc1ccccc1-c1cnc(-c2cccnc2)nc1C1CCN(C(=O)c2ccc3cc[nH]c3c2)CC1	-8	12	-4
CCOc1ccc(-n2c(C(CC)N(Cc3ccccc3)C(=O)Nc3cc(C(F)(F)F)cc(C(F)(F)F)c3)nc3ccccc3c2=O)cc1 (centres undefined)	-5	.	-3
Cc1ccccc1-n1cc(CC(C)C(=O)O)c2ccccc21 (centres undefined)	.	-4	3
CC(C)COC(=NCc1cccnc1)NC(=O)c1cccs1	-4	-11	0
CCOC(=O)Cc1c(C)nc2ncnn2c1N1CCN(C(=O)NC2C[C@H]2c2ccccc2)CC1 (some centres undefined)	-5	14	0
N#CCc1nc(C23CC4CC(CC(C4)C2)C3)cs1	-6	.	-16
Cc1cccc(C(C)C)c1NC(=O)C1CSCCS1 (centres undefined)	.	0&-15	-6&-8
Cc1cc(N)n(-c2nc(-c3ccccc3)cs2)n1	.	-3	-5
Cc1nnc(NCc2cc(F)cc(F)c2)c(C#N)c1C	.	3	-1
Cc1ccc(OCCOc2ccc(C=C3C(=O)N(C)C(=O)N(C)C3=O)cc2)cc1	-3	0	-1
Cc1cc(N2CCOCC2CC(O)c2cccs2)n2ncnc2n1 (centres undefined)	.	10	-8
O=C(CC12CC3CC(CC(C3)C1)C2)N[C@@H](CO)Cc1ccccc1	-1	1	2
Cc1nc(Cn2c(C)c(C(=O)NCc3ccc4c(c3)OCCO4)sc2=O)cs1	.	12	-8
Cc1cnccc1NCCNC(=O)c1cc(C)c(C)n(C)c1=O	.	9	-7
O=C(CC(c1ccccc1)C1([N+](=O)[O-])C(=O)c2ccccc2C1=O)c1ccccc1 (centres undefined)	-3	-3	-4
Cc1ccsc1CN(Cc1ccc2c(c1)OCO2)C(=O)CN(C(=O)Cc1ccccc1)C1CCCCC1	-6	-10	-10
CC(=O)NCCn1ncc2c(N3CCCCCC3)ncnc21	-3	-1	-6
O=C(c1cc(C2CC2)n(CC(=O)N(Cc2ccccc2)c2ccccc2)n1)N1CCOCC1	.	-9	-3
Cc1ccc(S(C)(=O)=O)cc1NC(=O)N(C)CC1CCCO1 (centres undefined)	.	4	-7
Cc1cc(CNC(=O)[C@@]2(C)CC[C@@H](C(=O)N(C)C)C2(C)C)no1	-6	.	-13
Additional entries follow.
SMILES	mcGAS inh	NPYLR7 ag	hcGAS inh
Cc1cc(CN(C)C(=O)c2ccccc2OC2CCN(S(C)(=O)=O)CC2)n[nH]1	.	7	-7
CCOC(=O)[C@@H]1CN(C(=O)c2ccc(Cl)cc2)[C@H]2c3ccccc3O[C@@H]12	-4	-1	-2
O=C(NCc1ccncc1)c1ccc(CSc2nc(-c3ccccc3)cc(N3CCN(c4cccc(C(F)(F)F)c4)CC3)n2)cc1	-5	12	-7
O=c1ccc(-c2ccccc2)nn1CCn1ccnc1-c1ccncc1	-8	-1	-5
Cc1cc(C(=O)N(Cc2ccccn2)c2nc3ccc(Cl)cc3s2)on1	-9	7	-6
O=C(c1cc(COc2ccc(F)cc2Cl)on1)N1CCCCC1CCc1ccccn1 (centres undefined)	-11	-6	-7
COc1ccc(CCNC(=O)N2CCN(c3ccc(NC(=O)c4ccccc4F)cn3)CC2)cc1	-8	26	-6
COc1ccc(S(=O)(=O)Nc2ccc(S(N)(=O)=O)cc2)cc1OC	-5	2	-7
Cc1ccc(NC(=O)CSCC(=O)NCC2(N(C)C)CCCC2)cc1	.	6	-8
C=CCSc1nc(O)c(C(c2ccccc2)c2ccccc2)c(=O)[nH]1	.	-14	1
COc1ccc(CN2CCn3nc(C(=O)NC4CCCCNC4=O)cc3C2=O)cc1 (centres undefined)	-7	9	-2
COc1ccc(C)c2sc(N(Cc3ccncc3)C(=O)c3ccc(S(=O)(=O)N(C)C)cc3)nc12	-7	-5	-7
Brc1cccc(C2=NNC(=NCCc3cccs3)SC2)c1	.	9	-3
COc1ccc(-c2ccc(=O)n(CCCC(=O)Nc3cc(C)ccc3C)n2)cc1OC	-5	2	-4
Cc1c(Br)cccc1C(=O)N1CCC(C(C)O)CC1 (centres undefined)	-6	9	-15
O=C(NCc1cccnc1)c1cc2n(n1)CCN(Cc1ccc(F)cc1)C2=O	-2	1	0
Cc1ccn2c(=O)cc(C)nc2c1	.	1	-4
COCCCn1cnc2sc3c(c2c1=O)CCN(S(=O)(=O)c1cccc2cccnc12)C3	-4	.	-5
CCOc1ccc(S(=O)(=O)NCCc2sc3nc(-c4ccc(C)cc4)nn3c2C)cc1	-7	1	-7
CC(c1cccs1)N(C)Cc1ccc(C(N)=O)cc1 (centres undefined)	.	2	-5
CCc1nc2c(OCCOc3ccc(F)cc3)cccn2c1N(C=O)Cc1ccccc1	-2	0	-2
COc1cccc(N2CC(CN)OC2=O)c1 (centres undefined)	.	-4	-6
Cc1cc(N2CCCCC2)nc(NCCNC(=O)Nc2ccc3c(c2)OCO3)n1	.	-2	-7
N#Cc1cccc(N=c2oc3ccc(Br)cc3cc2-c2nc3ccccc3[nH]2)c1	-2	-4	-2
COCC(=O)N(Cc1cccc(OS(=O)(=O)C(C)C)c1)CC(C)C	-3	-5	-3

Reformatted: results already given.
mol | mcGAS inh | NPYLR7 ag | hcGAS inh
Cc1cc(C(=O)N(Cc2ccccn2)c2nc3ccc(Cl)cc3s2)on1 | -9 | 7 | -6
O=C(c1cc(C2CC2)n(CC(=O)N(Cc2ccccc2)c2ccccc2)n1)N1CCOCC1 | . | -9 | -3

Additional compounds.
SMILES	mcGAS inh	NPYLR7 ag	hcGAS inh
COc1ccc(-c2nnc(SCC(=O)N/N=C\C=C\c3ccccc3)n2-c2ccccc2)cc1OC	-9	-6	-2
O=C(c1cc(-c2ccc(F)cc2)nn1-c1ccccc1)N1CCN(c2cccc(C(F)(F)F)c2)CC1	-4	-2	-10
CC1(C)Cc2c(cnn2-c2cccc(F)c2)C(NC(=O)Cc2[nH]nc3ccccc23)C1 (centres undefined)	-10	.	-4
O=C(Cc1cccs1)Nc1cccc(C2SCC(=O)N2c2ccc3c(c2)OCO3)c1 (centres undefined)	-4	15	-5
CCCCn1c(CNC(=O)C23CC4CC(CC(C4)C2)C3)nnc1SC	-8	-4	-6
Cc1nc2sccn2c1C(=O)N1CCCCC1CCc1ccccn1 (centres undefined)	-17	9	-3
O=C(CCNC(=O)c1ccco1)Nc1cc(Cl)ccc1N1CCCCC1	-6	-4&6	-7&-8
COCCn1c(=O)c2c(nc3n2CCN3c2ccccc2)n(C)c1=O	.	18	-15
C=CCN(CC=C)C(=O)CN1CCCC1c1nonc1C (centres undefined)	.	2	-7
O=S1(=O)CCN2C(=N1)Sc1cc(SC(F)F)ccc12	.	2	-7
CCCCn1c(SC(C)c2nc(C(C)C)no2)nc2ccccc2c1=O (centres undefined)	.	1	-5
O=C1CC2(CCN(C(=O)c3ccccc3C3CCNC3)CC2)CN1 (centres undefined)	.	-2	-10
Cc1cc(C)n(-c2ccc(F)cc2CN2CCN(C)C(CCO)C2)n1 (centres undefined)	0	7	1
CCn1c(C)nnc1SCCNC1CCC2(CCNCC2)CC1	-12	12	-3
O=C(Cc1cc(-c2cc3ccccc3o2)on1)Nc1cccnc1	-5	2	-4
CCCc1c(C(=O)Nc2ccc(-c3onc4c3CCc3ccccc3-4)cc2)cnn1-c1ccccc1	-7	2	-6
CC1(c2ccccn2)NC(=O)N(Cc2nc3cc(F)ccc3o2)C1=O (centres undefined)	.	1	-10
COc1cc(CN2C(=O)C(=O)c3cc(C)ccc32)ccc1OC(C)C	.	-5	3
Cc1nonc1C1CCCN1C(=O)c1cc(CC(C)C)on1 (centres undefined)	-18	-2	-6
CNC(=S)NC(=O)c1ccco1	.	4	-3
COc1ccccc1N1CCN(c2ccc(NC(=O)Nc3c(C)cccc3C)cc2C(=O)NC2CCCCC2)CC1	-4	17	-10
COCCn1cnc(-c2ccccc2)c1-c1cccc(Cn2cccn2)c1	-14	-2	-3
CCOC(=O)c1nn(-c2ccc(F)cc2)c(=O)c2c(NC(=O)C3CC3)scc12	-8	2	-8
COc1ccc2nc(-c3ccc(F)cc3C(F)(F)F)n(Cc3ccccc3)c(=O)c2c1	-6	5	-7
O=C(CCc1ccccc1)Nc1nc(-c2cccs2)cs1	-5	18	-20
(more compounds)
SMILES	mcGAS inh	NPYLR7 ag	hcGAS inh
CN(C)c1oc(-c2ccccc2)nc1C#N	-1	8	5
CC(NC(=O)c1ccoc1)C(=O)Nc1cc(C(F)(F)F)ccc1O (centres undefined)	.	1	4
O=S(=O)(NCc1cc(Cl)ccc1OC(F)F)c1cnc[nH]1	.	0	-7
Cc1ccc(CN2CCNC(=O)C2CC(=O)N(C)CCc2ccccn2)o1 (centres undefined)	0	8&2	-7&2
Cc1ccc(NC(=O)CC(C(=O)O)N2CCN(C)CC2)cc1C (centres undefined)	-9	-2	-4
CCCCn1c(CO)cnc1S(=O)(=O)Cc1ccccc1	.	14	-1
CCNC(=O)C(C)Sc1nnnn1C1CCCCC1 (centres undefined)	-7	16	-16
CCOC(=O)CCNC(=O)N1CCCC(Nc2ccc3c(c2)OCO3)C1 (centres undefined)	.	17	-5
O=C(Nc1ccc2c(c1)Cc1ccccc1-2)c1ccco1	-2	2	1
CCC(C)N(Cc1cccc(OS(=O)(=O)c2ccc(F)cc2)c1)C(=O)Nc1cccc(C)c1C (centres undefined)	1	-2	13
CN(C)C1CCCN(C(=O)CCC(=O)c2cccc3ccccc23)CC1 (centres undefined)	-10	7	-7
CCSc1nnc(NC(=O)Cc2ccc([N+](=O)[O-])cc2)s1	-5	-1	-3
CN(Cc1cccnc1)c1ccc(-c2nc(COc3ccccc3)no2)cn1	.	11	-9
CCN1C(=O)/C(=C/C=C2/Sc3ccccc3N2CC)SC1=Nc1ccccc1C	-2	-4	-3
Cc1onc(-c2ccccc2)c1C(=O)NCC1Cc2cc(F)ccc2O1 (centres undefined)	-8	25	-3
O=c1[nH]cnc2scc(C3COc4ccccc4O3)c12 (centres undefined)	.	5	-1
N#Cc1ccccc1S(=O)(=O)N1CCN(c2nccc(-c3ccco3)n2)CC1	1	-5	2
O=C(NCc1ccc(Oc2cccnc2)c(F)c1)N1CCc2ccc(F)cc21	.	8	-7
CC1CC(C)CN(Cc2nc3c(c(=O)n(C)c(=O)n3C)n2CC(N)=O)C1 (centres undefined)	-8	1	-5
COc1ccc(Cn2ccnc2CN(C(=O)c2ccc(Cl)cc2)C2CCCCC2)cc1	-5	-1	-2
O=C(Nc1ccc(Cl)nn1)c1cccc(F)c1F	.	-23	5
COCC(=O)N(Cc1cc(NC(=O)c2cccs2)ccc1N(C)C)CC1CC1	-7	18	-2
COc1cccc(NC(=O)CSc2ncnc3c2oc2ccccc23)c1	-8	5	-3
COCC(=O)NC1CCN(c2ccccc2C(=O)N2CCN(C3CCCCCC3)CC2)CC1	-5	24	-3
CC(C)(C)NC(=O)N1CCC(C(NC(=O)c2ccccc2)C(=O)NCc2ccccc2)CC1 (centres undefined)	-6	6	-5
Going on with the list:
SMILES	mcGAS inh	NPYLR7 ag	hcGAS inh
COc1ccc(Cl)c2sc(N(Cc3cccnc3)C(=O)CS(=O)(=O)c3ccccc3)nc12	.	23	-5
Cc1cc(SC2CCOC2=O)nc(C)n1 (centres undefined)	.	-13	1
CN(CCCn1cccn1)Cc1cc2c(cc1Cl)OCO2	.	0	-4
Cc1nc2ncc3c(=O)n(-c4cccc(Cl)c4)ccc3n2n1	.	3	-3
O=C(NCCC1CCCO1)c1occc1-c1ccccc1 (centres undefined)	-2	-2	-1
O=C(NCc1ccc(F)cc1)c1ccc(CSc2nc(Cl)cc(N3CCC(Cc4ccccc4)CC3)n2)cc1	-3	8	-6
Cn1c(=O)[nH]c(=O)c2c1nc(N1CCN(Cc3cccc(Cl)c3)CC1)n2Cc1cccc(Cl)c1	.	-9	-9
Cc1cc2cc(CNC(=O)CCC3CCCCC3)ccc2[nH]1	-8	5	-8
CCS(=O)(=O)Oc1ccccc1CN(Cc1ccc(F)cc1)C(=O)NC(C)C	-5	10	-4
CC(C)(C)c1ccc(OCCC(=O)OCC(=O)NC(N)=O)cc1	-17	-8	-7

Structural class, those above with a Cl atom
SMILES	mcGAS inh	NPYLR7 ag	hcGAS inh
CC(C)Oc1ccc(NC(=O)N2CCOC(C(N)=O)C2)cc1Cl (centres undefined)	-12	6	-8
CCOC(=O)[C@@H]1CN(C(=O)c2ccc(Cl)cc2)[C@H]2c3ccccc3O[C@@H]12	-4	-1	-2
Cc1cc(C(=O)N(Cc2ccccn2)c2nc3ccc(Cl)cc3s2)on1	-9	7	-6
O=C(c1cc(COc2ccc(F)cc2Cl)on1)N1CCCCC1CCc1ccccn1 (centres undefined)	-11	-6	-7
O=C(CCNC(=O)c1ccco1)Nc1cc(Cl)ccc1N1CCCCC1	-6	-4&6	-7&-8
O=S(=O)(NCc1cc(Cl)ccc1OC(F)F)c1cnc[nH]1	.	0	-7
COc1ccc(Cn2ccnc2CN(C(=O)c2ccc(Cl)cc2)C2CCCCC2)cc1	-5	-1	-2
O=C(Nc1ccc(Cl)nn1)c1cccc(F)c1F	.	-23	5
COc1ccc(Cl)c2sc(N(Cc3cccnc3)C(=O)CS(=O)(=O)c3ccccc3)nc12	.	23	-5
CN(CCCn1cccn1)Cc1cc2c(cc1Cl)OCO2	.	0	-4
Cc1nc2ncc3c(=O)n(-c4cccc(Cl)c4)ccc3n2n1	.	3	-3
O=C(NCc1ccc(F)cc1)c1ccc(CSc2nc(Cl)cc(N3CCC(Cc4ccccc4)CC3)n2)cc1	-3	8	-6
Cn1c(=O)[nH]c(=O)c2c1nc(N1CCN(Cc3cccc(Cl)c3)CC1)n2Cc1cccc(Cl)c1	.	-9	-9
